Screens deposited in PubChem by National Center for Advancing Translational Sciences (NCATS).
ELG1 repair inh = ELG1-dependent DNA repair inhibition; HEK293T ELG1-luciferase reporter, luminescence, 16 h; DNA damage induced by 5-fluorouridine; Potency, µM (highest dose often 46.1 µM), without a hit: at the top dose activity change, negative = inhibition, hits mostly inhibitors; actives 2.3% (n = 330,000); AID 504467; note: potency is the fitted concentration of half-maximal effect; % is set by controls: 0 for no effect and ±100 for the full control effect; nearly all actives have a fitted effect of over 55% in size
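Step one: seed 2,000 cells per well. Step two: pin-transfer compound or DMSO alongside 5-fluorouridine. Step three: incubate 16 hr, 37 °C, 5% CO2. Step four: add ONE-Glo, wait 30 min, read luminescence.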
RORg inh = blocks mouse ROR gamma transcriptional activity. actives 5.4% (n = 310,000). Drosophila S2 Gal4-RORgamma UAS-luciferase reporter, 20 h. Potency, µM (top dose mostly 53.6 µM), for the others: at the highest dose activity change, negative = inhibition, actives largely listed as inhibitors. AID 2551. P51450; note: potency is the fitted concentration of half-maximal effect; % is set by controls: 0 for no effect and ±100 for the full control effect; nearly all actives have a fitted effect of over 60% in size
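Stable Schneider cell line, Gal4 DNA-binding domain fused to ROR gamma, UAS-luciferase. Cmpd 1 hr RT → CuSO4 700 uM final → 20 hr RT → luciferase reagent 10 min → luminescence.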
TRPV1 agonist = human TRPV1 agonism | TRPV1-expressing cells, Fluo-8 calcium influx, agonist mode | AID 540275 | Q8NER1 | activation, % at 8.33 µM | actives 0.19% (n = 320,000); in the data active = activation above about 80%; inconclusive = between about 30% and that limit; note: 0% is about no effect
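TRPV1-expressing cells were cultured overnight at 35.5C and loaded with Fluo-8 calcium dye for 40 to 90 min at room temperature. After a 10 s baseline, compound was added and calcium influx was read kinetically for 3 min (ex 480/em 520 nm).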
Gal4-VP16 FLuc = inhibits Gal4-VP16 luciferase reporter, ROR gamma counter-screen; actives 3.5% (n = 310,000); Potency, µM (titrated, usually from 53.6 µM), for inactives: at the highest dose activity, negative = inhibition, actives largely listed as inhibitors; Drosophila S2 Gal4-VP16 UAS-luciferase, luminescence, 20 h;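 note: Gal4-VP16 expression switched on by copper sulfate through the metallothionein promoter; potency is the fitted concentration of half-maximal effect; % is set by controls: 0 for no effect and ±100 for the full control effect; nearly all actives have a fitted effect of over 50% in size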
FLuc counter = firefly luciferase modulation, counter-screen for miR-21 project; purified FLuc, Km substrates, luminescence inhibition; Potency, µM (top dose mostly 57.5 µM), inactives show top-dose activity change, negative = inhibition, actives largely listed as inhibitors; actives 6.9% (n = 360,000); P08659;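 note: potency is the fitted concentration of half-maximal effect; plate controls were vehicle for no effect and reference inhibitor for full effect; nearly all actives have a fitted effect of over 55% in size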
Target sequence (P08659 whole entry, looked up): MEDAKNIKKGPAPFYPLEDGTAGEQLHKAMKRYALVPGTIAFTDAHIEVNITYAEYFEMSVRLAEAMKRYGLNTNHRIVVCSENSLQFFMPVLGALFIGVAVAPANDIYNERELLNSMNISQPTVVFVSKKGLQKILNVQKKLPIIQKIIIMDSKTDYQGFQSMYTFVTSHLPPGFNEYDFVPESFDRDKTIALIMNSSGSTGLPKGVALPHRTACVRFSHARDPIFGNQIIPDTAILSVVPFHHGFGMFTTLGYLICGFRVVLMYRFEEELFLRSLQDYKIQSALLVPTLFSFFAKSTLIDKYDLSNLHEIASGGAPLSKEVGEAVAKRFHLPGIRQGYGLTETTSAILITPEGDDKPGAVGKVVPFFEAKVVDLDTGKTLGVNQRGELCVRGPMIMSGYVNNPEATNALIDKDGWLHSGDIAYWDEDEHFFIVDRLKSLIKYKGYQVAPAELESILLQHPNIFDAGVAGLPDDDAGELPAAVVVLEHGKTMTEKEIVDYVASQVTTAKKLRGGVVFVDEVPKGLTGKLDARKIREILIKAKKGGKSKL
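Biochemical qHTS of compounds, final roughly 60 µM downward over six points, against 10 nM purified firefly luciferase using Km concentrations of substrates (10 uM D-luciferin, 10 uM ATP) in Tris acetate pH 7.5 buffer; luminescence output.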
NPC1 prom act = activates the NPC1 promoter; actives 2.4% (n = 320,000); AID 485313; Huh7 NPC1 promoter luciferase reporter, 24 h; Potency, µM (series often up to 9.22 µM), for the others: top-dose activation, actives largely listed as activators;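 note: potency is the fitted concentration of half-maximal effect; % of control where 0% means no effect; nearly all actives have a fitted effect of over 60% in size; reporter is driven by a mutant NPC1 promoter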
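Luciferase expression driven by the NPC1 promoter was measured in stably transfected Huh7 cells after a 24 h compound incubation, using a luciferase reagent and a luminescence read.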
BRCA1 expr up = activators of BRCA1 expression; actives 1.1% (n = 380,000); AID 624202; Potency, µM (titrated, usually from 46.1 µM), for the others: at the highest dose activation, usual class: activators; MCF7-BRCA1-FFLuc reporter, luminescence, 48 h; response scale: scaled: vehicle 0%, 10 µM genistein 100%; note: potency is the fitted concentration of half-maximal effect; nearly all actives have a fitted effect of over 80% in size; some results filed as inactive show a strong effect at the top dose
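MCF7 cells carrying a BRCA1-firefly luciferase reporter (2000 cells/well, phenol-red free MEM) were attached for 2 h at 37 °C, then given compounds for 48 h. Luminescence was read 15 min after luciferase reagent; activity normalized to genistein (10 microM) and DMSO.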
p53 reactivator = re-activators of mutant p53; Potency, µM (doses to about 92.2 µM), for the others: at the highest dose activity change, positive = activation, hits mostly activators; AID 504706; H1299 p53-A138V BP100-luciferase reporter, luminescence, 24 h; actives 0.063% (n = 320,000); note: potency is the fitted concentration of half-maximal effect; % of control where 0% means no effect; nearly all actives have a fitted effect of over 45% in size
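p53-null H1299 cells stably carrying temperature-sensitive p53-A138V and a BP100-luciferase reporter were pinned with compounds (4-point, 1:5 series) and held 24 hrs at 37 deg C. Luminescence was read 10 min after detection reagent.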
Tb PFK inh = inhibitors of T. brucei phosphofructokinase; O15648; Potency, µM (top dose mostly 57.5 µM), for the others: top-dose activity, negative = inhibition, actives largely listed as inhibitors; actives 0.17% (n = 330,000); T. brucei PFK, ADP-Glo luminescence;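 note: potency is the fitted concentration of half-maximal effect; 0% = uninhibited 1x PFK enzyme wells and -100% = no-enzyme wells; nearly all actives have a fitted effect of over 60% in size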
Target sequence (O15648 whole entry, looked up): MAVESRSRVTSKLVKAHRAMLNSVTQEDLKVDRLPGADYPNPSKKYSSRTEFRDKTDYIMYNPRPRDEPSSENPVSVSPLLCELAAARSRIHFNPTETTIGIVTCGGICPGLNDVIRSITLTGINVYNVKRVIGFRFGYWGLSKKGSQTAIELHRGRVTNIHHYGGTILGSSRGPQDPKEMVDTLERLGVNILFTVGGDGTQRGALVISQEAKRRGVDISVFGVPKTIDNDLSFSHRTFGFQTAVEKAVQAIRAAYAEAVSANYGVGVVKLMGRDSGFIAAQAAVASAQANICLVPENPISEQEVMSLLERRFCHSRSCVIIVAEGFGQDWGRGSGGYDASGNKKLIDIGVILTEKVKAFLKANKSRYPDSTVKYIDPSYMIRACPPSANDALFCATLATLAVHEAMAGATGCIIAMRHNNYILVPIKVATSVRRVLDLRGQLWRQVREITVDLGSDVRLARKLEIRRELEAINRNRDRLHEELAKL
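ADP-Glo luminescence quantified ADP after 45 min at room temperature, with 1.25 nM T. brucei PFK, 0.1 mM ATP and 0.5 mM fructose-6-phosphate in pH 8.0 TEA buffer. qHTS titrations up to 57 µM; curves classified by quality.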
Rab9 promoter act = activators of Rab9 promoter; actives 2.8% (n = 320,000); Huh7 Rab9 promoter-luciferase reporter, luminescence, 24 h; AID 485297; Potency, µM (top dose mostly 9.22 µM), inactives show at the highest dose activation, negative = inhibition, usual class: activators; note: potency is the fitted concentration of half-maximal effect; % of control where 0% means no effect; nearly all actives have a fitted effect of over 60% in size
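Huh7 cells stably carrying Rab9 promoter–luciferase reporter, plated 1500 cells/well, compound added after 2 h and incubated 24 h at 37 °C; luciferase luminescence then read after 10 min with detection reagent.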
ELG1 genotoxic = inducers of genotoxicity in HEK293T ELG1-luciferase cells. actives 1.3% (n = 330,000). Potency, µM (highest dose often 46 µM), for the others: at the highest dose activity change, positive = activation, hits mostly activators. HEK293T ELG1-luciferase reporter, luminescence, 16 h. AID 504466; note: potency is the fitted concentration of half-maximal effect; % of control where 0% means no effect; nearly all actives have a fitted effect of over 60% in size
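HEK293T cells expressing luciferase-tagged ELG1 were exposed to compound or DMSO vehicle for 16 hr at 37 °C and 5% CO2. Luciferase activity was then measured with ONE-Glo after 30 min at room temperature.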
Numbers without * were called inactive; ? = inconclusive; nt = not tested or not shown; [ ] = remark or other dose. Unless noted, calls come from the whole dose curve; as a rule, active = well fitted curve in the direction sought with a large enough effect; inconclusive = small, poorly fitted or top-dose-only effect, or another doubt; inactive = no such curve, though single readings can be large; an effect the other way counts as inactive or inconclusive.

The opening 5 compounds, to show the layout:
Each structure is followed by: p53 reactivator, ELG1 repair inh, NPC1 prom act, FLuc counter, TRPV1 agonist, Gal4-VP16 FLuc, BRCA1 expr up, Rab9 promoter act, ELG1 genotoxic, Tb PFK inh, RORg inh
CCOC(=O)NC(C)N1C(=O)C2C3C=CC(C3)C2C1=O (configuration not stated)
 : -2%, 11%, -1%, -1%, -1, -4%, -9%, -3%, -3%, -7%, 4%
COc1ccc(-c2cc(C(F)(F)F)nc(SCC(=O)Nc3cc(C)on3)n2)cc1OC
 : -12%, ?, 1%, 3%, 1, 1%, 2%, -1%, -3%, -1%, 12%
CCOc1ccc(OCCC(=O)OCC(=O)NNC(=O)c2ccccc2)cc1
 : 3%, -2%, 1%, ?, 0, nt, 3%, 15%, 2%, 6%, nt
CC(C)c1ccc(N=C(N)N=C(N)N)cc1
 : -1%, 21µM*, -24%, 4%, 0, -3%, -30%, -11%, -14%, 4%, 0%
CCCCn1c(N)c(N(CCOC)C(=O)c2ccc(N3C(=O)CCC3=O)cc2)c(=O)[nH]c1=O
 : 3%, 0%, 4%, ?, -1, nt, 4%, -2%, 1%, 3%, nt

All compounds of this part (from the top)
Each structure is followed by: p53 reactivator, ELG1 repair inh, NPC1 prom act, FLuc counter, TRPV1 agonist, Gal4-VP16 FLuc, BRCA1 expr up, Rab9 promoter act, ELG1 genotoxic, Tb PFK inh, RORg inh
CCOC(=O)NC(C)N1C(=O)C2C3C=CC(C3)C2C1=O (configuration not stated)
 : -2%, 11%, -1%, -1%, -1, -4%, -9%, -3%, -3%, -7%, 4%
COc1ccc(-c2cc(C(F)(F)F)nc(SCC(=O)Nc3cc(C)on3)n2)cc1OC
 : -12%, ?, 1%, 3%, 1, 1%, 2%, -1%, -3%, -1%, 12%
CCOc1ccc(OCCC(=O)OCC(=O)NNC(=O)c2ccccc2)cc1
 : 3%, -2%, 1%, ?, 0, nt, 3%, 15%, 2%, 6%, nt
CC(C)c1ccc(N=C(N)N=C(N)N)cc1
 : -1%, 21µM*, -24%, 4%, 0, -3%, -30%, -11%, -14%, 4%, 0%
CCCCn1c(N)c(N(CCOC)C(=O)c2ccc(N3C(=O)CCC3=O)cc2)c(=O)[nH]c1=O
 : 3%, 0%, 4%, ?, -1, nt, 4%, -2%, 1%, 3%, nt
COC(=O)c1c(C(=O)OC)c(-c2ccc(F)cc2)n2c1CS(=O)(=O)C2
 : -3%, 16%, 0%, -1%, -3, 7%, -12%, -2%[1.84 µM], 0%, -10%, 15%
O=C(COC(=O)Cc1ccc(S(=O)(=O)N2CCOCC2)s1)Nc1ccccc1
 : 5%, -4%, nt, nt, nt, nt, -31%, nt, 0%, 1%, nt
CC(=O)OCC(=O)Nc1ccc(C(C)=O)cc1
 : -2%, 1%, -4%, 0%, -1, -12%, 0%, -9%, 1%, 1%, -12%
CC(=O)c1cccc(Nc2nc(-c3sc(C)nc3C)cs2)c1
 : nt, 16µM*, 4%, ?, 26, nt, -15%, -1%, 2%, 3%, nt
O=C(NNC(=S)NCCc1ccccc1)c1ccc(Br)s1
 : -1%, -4%, 2%, ?, -2, -6%, -18%, 1%, -6%, -2%, ?
COc1ccc(/C=C(/NC(=O)c2ccc([N+](=O)[O-])cc2)C(=O)NC(C)(C)C)cc1
 : -2%, -10%, -4%, -3%, -5, -1%, -18%, 2%, -3%, 7%, 5%
O=C(NCCC1=CCCCC1)NC1CCCCC1
 : ?, ?, 1.4µM*, 6.7µM*, ?, ?, ?, 0.79µM*, ?, 3%, ?
Cc1nnc(-c2ccccc2)o1
 : 1%, 7%, 0%, 0%, -2, -23%, 8%, 1%, 3%, 7%, -14%
O=C(CSc1nc(-c2cccs2)nc2ccccc12)NC1CCS(=O)(=O)C1 (configuration not stated)
 : 4%, ?, -3%, 1%, 4, nt, 42%, -13%, ?, 2%, nt
CCOC(=O)c1ccc(-c2ccc3[nH]c4ccccc4c(=O)c3c2)cc1F
 : nt, ?, ?, 0.54µM*, 3, 1%, -6%, -3%, ?, 0%, 16%
Cc1ccc(NC(=O)CSC2=NCCN2)cc1
 : 1%, 11%, -4%, 6%, -1, -10%, -36%, -13%, 2%, 6%, -11%
Cc1nc2ccccn2c1-c1ccnn1S(=O)(=O)c1ccc(F)cc1
 : -5%, 18µM*, -19%, -1%, ?, ?, -39%, -17%, -9%, -4%, 0%
Cc1ccc(S(=O)(=O)NCc2ccncc2)cc1
 : 0%, ?, -18%, ?, -1, 7.9µM*, -27%, -21%, -3%, -6%, -15%
NNC(=O)CC1NCCN(Cc2ccccc2)C1=O (configuration not stated)
 : 3%, 6%, -3%, 1%, 1, -9%, -1%, -1%, 1%, -18%, -1%
Cc1nc(-c2ccc(NS(C)(=O)=O)cc2)cs1
 : 2%, 7%, 4%, -1%, 0, 25%, ?, -6%, 0%, -1%, 9%

Each structure is followed by: p53 reactivator, ELG1 repair inh, NPC1 prom act, FLuc counter, TRPV1 agonist, Gal4-VP16 FLuc, BRCA1 expr up, Rab9 promoter act, ELG1 genotoxic, Tb PFK inh, RORg inh
Cc1ccc(NC(=O)c2cc(N3C(=O)C4CC=CCC4C3=O)ccc2N2CCCCC2)cc1 (configuration not stated)
 : -1%, -6%, 1%, 2%, 2, -3%, -3%, -3%, 2%, 7%, -40%
NC(=O)CC(NC(=O)c1ccccc1)c1ccc(NCCc2ccc(F)cc2)c([N+](=O)[O-])c1 (configuration not stated)
 : 0%, 11%, -1%, 0%, -1, -26%, 0%, -5%, 4%, 5%, ?
COc1ccc(Cl)cc1S(=O)(=O)NCc1nc2nc(C)cc(C)n2n1
 : 11%, 0%, 1%, 1%, 2, 1%, 8%, 4%, 0%, -6%, -31%
CC1(C)CC(=O)c2c(noc2-c2ccccc2)C1
 : 39%, ?, 2%, -15%, -5, 4%, 47%, -4%, 3%, 5%, 8%
O=C(CNC(=O)c1n[nH]c2ccccc12)Nc1cc(Cl)ccc1Cl
 : 2%, 2%, nt, nt, nt, nt, -18%, nt, 1%, -2%, nt
Cc1cc(C)cc(NC(=O)CN2CCN(C(=O)C3CCCO3)CC2)c1 (configuration not stated)
 : 15%, 0%, 0%, 2%, 2, 16%, -3%, -1%, 1%, 1%, -25%
CC(C)(C)C(CCl)C(=O)NN=C(c1ccccc1)c1ccccc1 (configuration not stated)
 : 9%, 3%, -1%, -5%, 1, nt, 0%, -7%, -1%, 4%, nt
Cc1cccc(N2CCN(Cc3oc(CO)cc(=O)c3O)CC2)c1C
 : -4%, -18%, 2%, 3%, 1, -4%, -34%, -5%, 2%, -4%, -4%
CCOc1ccccc1N(C(=O)CNC(=O)c1ccco1)C(C(=O)NC(C)(C)C)c1ccncc1 (configuration not stated)
 : -1%, 12%, 0%, 3%, -1, -6%, -4%, 3%, 6%, -5%, 17%
CCOc1ccccc1Nc1nnc(SCC(=O)N2CCCC2)s1
 : -10%, -11%, -4%, -6%, 1, 3%, 0%, 1%[1.84 µM], 6%, 14%, 23%
c1ccc(N2CCOCCOCCOCCOCC2)cc1
 : 0%, -6%, 1%, -2%, 5, -2%, -14%, -4%, 1%, -7%, 9%
CC1Nc2ccc(C(=O)NC3CCCCC3)cc2NC1=O (configuration not stated)
 : -6%, 8%, -2%, 2%, 3, 3%, -16%, 2%, 6%, 2%, ?
NC(=O)CC(NC(=O)Cc1cccc2ccccc12)c1ccc(NC2CCCCCCC2)c([N+](=O)[O-])c1 (configuration not stated)
 : -10%, 17%, -2%, -1%, -4, -11%, 8%, -3%, 2%, 2%, -9%
CCCCN(C)CCCNC(=O)CN1N=C(c2ccc(Cl)cc2)CCC1=O
 : -3%, ?, -3%, -1%, 2, 1%, -10%, -5%, 0%, -4%, 21%
O=C(Cc1ccc(F)cc1)OCC(=O)N1CCN(S(=O)(=O)c2ccc(Cl)cc2)CC1
 : 0%, -10%, -3%, -1%, -4, nt, -17%, 0%, 0%, -2%, nt
CC1=NN(Cc2c(C)nn(Cc3ccccc3)c2C)C(C)(C)C1
 : -3%, ?, -1%, 3%, 8, 9%, -2%, -13%, -7%, -2%, 13µM*
CN1CCN(C2CCCCCC2)CC1
 : -7%, 10%, -1%, -1%, 2, 28%, 6%, 1%, 1%, 0%, -7%
CCN(CC)CCNC(=O)c1ccc(NC(=O)c2ccc(Cl)c(S(=O)(=O)N3CCCCCC3)c2)cc1
 : 12%, ?, 10%, -1%, ?, ?, -56%, -19%, 27%, 0%, ?
COc1ccc(NC(=O)c2cccc3c(Br)cccc23)cc1
 : 8%, 0%, 3%, -3%, 17, -17%, -27%, 8%, 7%, 0%, -1%

Outcome played no part in choosing rows; about 15% have a hit in one of these screens.
